Compound activity from PubChem BioAssay.
TNAP activation fold: human TNAP enzyme activators, primary screen, biochemical, luminescent, no phosphate acceptor, uHTS (AID 1001); purified TNAP, luminescent activation assay, no phosphate acceptor; higher activation fold means a stronger effect; activation fold at 20 µM; hits with a dose series show EC50 in µM; 200,000 tested, 0.03% active; in the data active = activation fold from about 3, or a potency from the dose series; inactive = the rest, 99 in 100 with activation fold below about 1.6; note: many of its hits are not listed in these tables
SV40 large T antigen: TAg ATPase/helicase activity blockers – biochemical (AID 1903); SV40 large T antigen ATPase/helicase inhibition assay; higher % means a stronger effect; one-dose inhibition, % at 20 µM; IC50 in µM for titrated hits; 310,000 tested, 0.39% active; in the data active = a potency from the dose series; inconclusive = inhibition mostly from about 32% at the one dose, without a potency; inactive = the rest, 99 in 100 with inhibition below about 32%; note: strong numbers were not always called active
Ins promoter up: MIN6 insulin promoter up-regulation. MIN6 insulin promoter-GFP reporter, high-content imaging; stronger effect = higher value. z-score at 5 µM. 190,000 tested, 0.3% active;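 active = z-score above 3 at 5 µM with at least 500 cells counted in the well; inconclusive = wells under 500 cells, flagged as cytotoxic or low count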
PhoP inhibition: inhibitors of PhoP regulon expression, primary screen, Salmonella Typhimurium, GFP reporter (AID 1863) | inhibition, % at 50 µM, or IC50 in µM where a hit was titrated | S. Typhimurium PhoP-regulated promoter GFP reporter, 4 h; higher % means a stronger effect | 300,000 tested, 0.16% active;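 active = inhibition over 29.93%, a cutoff 3 SD above the screen mean, later confirmed by dose response; inconclusive = inhibition over 29.93% but no dose response follow-up; inactive = inhibition at most 29.93% or unconfirmed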;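 note: 0% = low Mg2+ inducing control and 100% = high Mg2+ repressing control; strong numbers were not always called active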
West Nile virus CPE: West Nile virus antiviral activity, cell-based, CPE readout (AID 1621); 290,000 tested, 0.02% active; West Nile virus-infected cells, CPE inhibition; higher % means a stronger effect; CPE inhibition, % at 10 µM, or IC50 in µM where a hit was titrated; in the data active = a potency from the dose series; inconclusive = CPE inhibition mostly from about 3.7% at the one dose, without a potency; inactive = the rest, 99 in 100 with CPE inhibition below about 2.2%; note: strong numbers were not always called active
PMI inhibition: MPI inhibition at elevated mannose 6-phosphate – biochemical, fluorescence intensity, high mannose 6-phosphate, primary screen (AID 1220). inhibition, % at 20 µM, or IC50 in µM where a hit was titrated. 190,000 tested, 0.66% active. recombinant PMI enzyme, coupled fluorescence intensity; higher % means a stronger effect
human PMI inhibition: MPI enzyme activity inhibition – biochemical, fluorescence intensity, coupled assay, primary screen (AID 1209); purified PMI enzyme, coupled fluorescence intensity; higher % means a stronger effect; inhibition, % at 20 µM, or IC50 in µM where a hit was titrated; 190,000 tested, 0.42% active;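 note: plate controls were DMSO vehicle for no effect and wells lacking substrate for full effect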
RSV antiviral HEp-2: RSV antiviral activity via CPE protection, HEp-2 cells, primary 10 µM value included (AID 2391); HEp-2 cells, RSV-induced CPE inhibition; higher % means a stronger effect; 310,000 tested, 0.13% active; one-dose CPE inhibition, % at 10 µM; IC50 in µM for titrated hits; in the data active = a potency from the dose series; inconclusive = CPE inhibition mostly from about 23% at the one dose, without a potency; inactive = the rest, 99 in 100 with CPE inhibition below about 21%; note: strong numbers were not always called active
CSM14.1 death rescue: rescue of cells from ER stress-induced death, primary screen, 384-well, CSM14.1, thapsigargin, ATP luminescence (AID 1222). CSM14.1 thapsigargin-induced death rescue, ATP luminescence; higher % means a stronger effect. cellular ATP content (survival), % at 20 µM; hits with a dose series show EC50 in µM. 190,000 tested, under 10 active;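 active = EC50 below 50 µM in the dose-response confirmation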;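 note: death triggered by thapsigargin at about 15 µM added after 2 h compound pretreatment; cell ATP read after overnight thapsigargin exposure of roughly 18 to 22 hours; normalized against plate controls of thapsigargin alone and 5% DMSO vehicle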
Ins promoter up cell count: second read-out of Ins promoter up, no call of its own (marks repeat the call); cell count; measured here: cytotoxicity, nuclei count;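 total cells summed across four imaged fields per well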
The depositor's hits bear a star; ? = inconclusive; / = no result given. Cut-off read from the data, not from the text of the source, unless noted: active = inhibition above about 50%; inactive = the rest.

Order of values: PhoP inhibition	SV40 large T antigen	Ins promoter up	TNAP activation fold	Ins promoter up cell count	human PMI inhibition	West Nile virus CPE	PMI inhibition	CSM14.1 death rescue	RSV antiviral HEp-2
CCOC(=O)CNC(=O)c1cc(C)oc1C
→ -8%	5%	0.33	1.1	1285	-7%	0.0%	-20%	-4.1%	0.9%
O=C(NC(=S)NC1C2CC3CC(C2)CC1C3)c1ccccc1 (centres undefined)
→ 0%	4%	/	/	/	/	-0.1%	/	/	20%
O=C(Nc1ccc(N2CCOCC2)cc1N1CCOCC1)c1cccc([N+](=O)[O-])c1
→ -5%	19%	/	/	/	/	-0.6%	/	/	2.7%
COc1ccc(NC(=O)C(CC(C)C)NC(=O)C2CCC(C)CC2)c(OC)c1 (centres undefined)
→ -1%	16%	1.3	1.1	1246	11%	-0.6%	28%	-0.7%	0.9%
CCS(=O)(=O)c1nc(S(=O)(=O)c2ccc(Cl)cc2)c(N2CCN(C)CC2)s1
→ 0%	8%	/	/	/	/	1.9%	/	/	-0.4%
CN(C)/C=N/C(=S)Nc1ccc(Cl)cc1
→ -9%	1%	-1.2	1	1433	8%	0.1%	6%	-0.1%	-0.9%
Cc1ccc(CNC(=O)C2(C(F)(F)F)C/C(=C\Cc3ccccc3)CCCO2)o1 (centres undefined)
→ -3%	28%	/	/	/	/	-1.0%	/	/	-1.2%
CC(CN1C(C)CCCC1C)OC(=O)c1ccccc1F (centres undefined)
→ -2%	7%	/	/	/	/	0.2%	/	/	1.3%
CCOC(=O)C1CCN(C(=O)CN(c2cccc(C(F)(F)F)c2)S(C)(=O)=O)CC1
→ 10%	-3%	0.18	1.1	1358	-2%	0.3%	-3%	-1.1%	0.3%
CCOc1nc(Nc2ccccc2F)nc(OCC)n1
→ -1%	6%	/	/	/	/	0.2%	/	/	2.1%
Cc1ccc(NC(=O)Cc2ccsc2)cc1Cl
→ -2%	8%	/	/	/	/	-0.7%	/	/	?
O=C(Nc1cccc(C(F)(F)F)c1)C12CC3CC(CC(C3)C1)C2
→ 0%	8%	/	1.1	/	5%	-0.2%	3%	-2.2%	3.3%
COc1ccccc1NC(=O)Cc1coc2cc(C)ccc12
→ 11%	3%	/	0.8	/	3%	-0.1%	-5%	-1.1%	6.2%
CC(=O)N/C(=N/c1nc(C)cc(C)n1)Nc1cc(C)cc(C)c1
→ 5%	20%	/	/	/	/	0.1%	/	/	0.5%
COc1ccc(NC(=O)CCCn2c(=O)c3sccc3n(Cc3ccc(C)cc3C)c2=O)cc1
→ 6%	7%	-0.15	1.2	1449	9%	-2.1%	0%	-2.0%	?
COc1ccc(OC)c(C2C3=C(N=c4s/c(=C\c5cccc(O)c5)c(=O)n42)c2ccccc2CC3)c1 (centres undefined)
→ 11%	1%	-1.4	0.9	691	10%	?	20%	-3.7%	-1.6%
COc1cccc(CNC(=O)c2ccc(CS(=O)Cc3ccc(C)cc3)o2)c1 (centres undefined)
→ 0%	6%	/	/	/	/	-0.4%	/	/	1.4%
COc1ccc(-c2cc(=O)[nH][nH]2)cc1OC
→ -3%	10%	-0.56	1	853	8%	0.3%	6%	-3.9%	1.1%
O=C(Nc1cc(C(=O)N2CCOCC2)cc(C(=O)N2CCOCC2)c1)c1cc(F)c(F)cc1Cl
→ -9%	1%	/	1.1	/	0%	-0.6%	-3%	-1.1%	-0.8%
O=C(NCc1ccccc1)N1CCN(c2ccc(Cl)c(Cl)c2)CC1
→ 3%	1%	-1.3	1.1	1066	-2%	-0.4%	-2%	-0.5%	2.5%

One compound at a time, from the list above. Values in the order: PhoP inhibition | SV40 large T antigen | Ins promoter up | TNAP activation fold | Ins promoter up cell count | human PMI inhibition | West Nile virus CPE | PMI inhibition | CSM14.1 death rescue | RSV antiviral HEp-2
Shown for CC(=O)N/C(=N/c1nc(C)cc(C)n1)Nc1cc(C)cc(C)c1 : 5% | 20% | / | / | / | / | 0.1% | / | / | 0.5%
Shown for O=C(Nc1cc(C(=O)N2CCOCC2)cc(C(=O)N2CCOCC2)c1)c1cc(F)c(F)cc1Cl : -9% | 1% | / | 1.1 | / | 0% | -0.6% | -3% | -1.1% | -0.8%

Other compounds:
Order of values: PhoP inhibition	SV40 large T antigen	Ins promoter up	TNAP activation fold	Ins promoter up cell count	human PMI inhibition	West Nile virus CPE	PMI inhibition	CSM14.1 death rescue	RSV antiviral HEp-2
Clc1cnc(N/N=C/c2ccco2)c(Cl)c1
→ 11%	-4%	0.56	1.5	1351	-16%	-1.3%	-15%	-7.4%	5.1%
CCN(CC)Cc1c(C(=O)N/N=C/c2ccco2)nnn1-c1nonc1N
→ -8%	14%	/	/	/	/	-0.1%	/	/	1.5%
O=C(OCc1nc2ccc(Cl)cc2n1CCO)c1ccccc1C(=O)c1ccccc1
→ -12%	4%	0.22	1.2	1432	-3%	-0.6%	-2%	-3.3%	3.1%
Cn1cccc1Cc1nnc(SCC(=O)Nc2ccccc2F)n1-c1ccc(F)cc1
→ -4%	3%	-0.38	1.1	1550	0%	-0.6%	-5%	/	-1.5%
COc1ccc(CC(=O)N2CCC3(CC2)NCCc2[nH]cnc23)cc1
→ -9%	21%	/	/	/	/	-0.1%	/	/	1.3%
CCN1C(=S)N[C@@H](CCc2ccccc2)[C@H](C(=O)OC)[C@H]1C
→ 5%	17%	/	/	/	/	-0.7%	/	/	0.1%
CCCOc1ccccc1C1CC(=O)Nc2cc3c(cc21)OCO3 (centres undefined)
→ 7%	8%	-1.9	1	662	10%	-0.6%	15%	/	6.8%
Cc1ccc2oc(-c3ccccc3)nc2c1
→ -5%	19%	0.38	1	861	6%	-0.3%	6%	-3.2%	1.1%
COc1cccc(C2=NOC(C(=O)Nc3cc(C)on3)C2)c1OC (centres undefined)
→ -3%	22%	/	/	/	/	0.2%	/	/	-0.6%
COc1cc(OC)c(C2=NOC(C(=O)NCc3ccc4c(c3)OCO4)C2)cc1Cl (centres undefined)
→ 5%	8%	-1.4	1.1	1189	17%	1.3%	15%	-2.6%	-1.7%
Cc1cccc(-n2nc3c(c2NC(=O)c2cc4ccccc4o2)CS(=O)(=O)C3)c1
→ -1%	10%	/	/	/	/	0.2%	/	/	4.5%
CCOc1cc(CN2CCN(c3cccc(C(F)(F)F)c3)CC2)ccc1O
→ 5%	0%	-1.1	1.1	1101	8%	-0.4%	4%	-0.7%	-1.1%
Cc1ccc(N2CC(C(=O)Nc3ccc(S(=O)(=O)NCC4CCCO4)cc3)CC2=O)cc1 (centres undefined)
→ 6%	18%	/	/	/	/	0.1%	/	/	4.1%
COc1ccc(C(=O)NCc2nnc(SCC(=O)NC3CCCCC3)n2C)cc1
→ 4%	4%	/	/	/	/	0.2%	/	/	1.3%
CC1CN(CC(=O)Nc2ccccc2Sc2ccccc2)CC(C)O1 (centres undefined)
→ -5%	6%	-0.02	0.8	1384	-5%	-1.6%	-8%	-1.2%	20%
O=C(N1CCCC1)C12CC3CCC(CC(C3)C1)C2
→ /	/	-0.15	1.1	1498	7%	0.4%	8%	2.7%	3.1%
CCSc1nnc(NC(=O)Cc2cccc(OC)c2)s1
→ 39%	0%	0.21	1.1	916	5%	-0.2%	1%	2.0%	1.9%
COC(=O)CN(c1cc(C(F)(F)F)ccc1Cl)S(C)(=O)=O
→ 3%	-3%	0.15	1.1	1600	3%	-0.1%	-3%	-0.5%	-0.6%
CCCn1c(CN2CCN(C)CC2)nc2ccccc21
→ 4%	5%	/	1.1	/	-2%	0.1%	-4%	-0.5%	1.6%
O=C(Nc1ccccc1)NC1CCN(Cc2ccccc2)CC1
→ 6%	2%	0.14	1	1442	11%	0.1%	7%	-0.6%	-0.4%
Nn1c(=O)c2ccccc2n2c(SCc3ccccc3)nnc12
→ 0%	2%	/	1.1	/	17%	0.8%	11%	-2.8%	1.3%
CC(=O)N/C(=N/c1nc(C)cc(C)n1)Nc1ccc(F)cc1F
→ -1%	9%	/	/	/	/	-1.7%	/	/	5.1%
O=C(N/N=C/c1c[nH]c2ccccc12)c1cc(-c2ccccc2)n[nH]1
→ -8%	9%	0.05	0.1	1192	0%	0.1%	-2%	-1.8%	7.2%
COCn1c(COc2ccccc2)nc2ccccc21
→ 5%	16%	-0.27	1.2	1765	3%	-1.2%	7%	-3.3%	-1.1%
COc1cccc(C(C(=O)NC(C)(C)C)N(CCC(C)C)C(=O)CCC(=O)Nc2cc(C)on2)c1OC (centres undefined)
→ 7%	0%	0.27	1.1	1452	10%	-1.0%	12%	2.7%	0.0%
CN(C)c1nc(N/N=C/c2c[nH]c3ccccc23)nc(N2CCOCC2)n1
→ -15%	27%	-0.02	1.1	994	1%	-1.0%	1%	0.2%	5.1%
CCOC(=O)c1sc(NC(=O)CSc2n[nH]c(CC)n2)nc1C
→ -2%	-1%	-0.25	1	1391	10%	0.4%	9%	-0.9%	3.6%
O=C(NCc1nnc(SCC(=O)N2CCC(Cc3ccccc3)CC2)o1)c1ccco1
→ 5%	0%	0.3	1.1	1578	-5%	?	-2%	-2.0%	4.5%
CC1(C)OC(=O)C(=Cc2ccc[nH]2)C(=O)O1
→ 10%	6%	-0.27	/	1275	/	0.1%	/	/	2.6%
CCCCSc1cnn(-c2ccccc2)c(=O)c1SCCCC
→ -3%	10%	/	1	/	6%	1.5%	6%	1.8%	2.2%
CN1CCCC(OC(=O)c2ccc(S(=O)(=O)N(C)C)cc2)C1 (centres undefined)
→ -5%	8%	/	/	/	/	-0.7%	/	/	0.9%
[O-]/[N+](=C\c1ccc(F)cc1)c1ccccc1
→ 9%	33%	-0.38	1.1	901	15%	-0.5%	12%	-0.6%	-0.1%
CC1CCN(S(=O)(=O)c2ccc(Cl)cc2Br)CC1
→ 1%	7%	-0.03	1.1	1817	1%	-0.3%	0%	-1.9%	14%
O=C(COc1cccnc1[N+](=O)[O-])c1ccc(Cl)s1
→ -2%	68µM*	0.86	/	1451	/	0.4%	/	/	1.0%
O=C(Nc1ccc(N2CCOCC2)cc1)c1cc(-n2cnnc2)ccc1Cl
→ -7%	9%	/	/	/	/	0.3%	/	/	1.5%
O=C(N/N=C/c1cccnc1)/C(=C\c1cccs1)NC(=O)c1ccccc1
→ -5%	8%	/	1.1	/	4%	-0.5%	1%	15%	0.7%
Cc1cc(N2C(=O)C3C4CC(C(Br)C4Br)C3C2=O)no1 (centres undefined)
→ -2%	14%	1.1	1.1	1243	-11%	1.4%	-8%	-1.2%	1.4%

Rows were taken by chance; about 1.5% have a hit in one of these screens.
